Screening data as filed in PubChem BioAssay.
UHRF1 binding – human UHRF1 methylated DNA binding inhibitors; 370,000 compounds, 0.75% hits; inhibition, % at 4.4 µM; Q96T88; UHRF1 binding to methylated oligo, TR-FRET; in the data active means inhibition above about 21%;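 further: UHRF1 SRA domain binding a hemimethylated CpG hairpin DNA probe; 0% = median of test compound wells and 100% = reference inhibitor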
TCR CD3 inh – inhibitors of human TCR-CD3 interaction | TAMRA-labeled TCR probe fluorescence, biochemical | inhibition, % at 9.4 µM | 360,000 compounds, 0.37% hits | AID 651800; in the data active means inhibition above about 19%;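 further: recombinant mutant TCR 2C K166C tagged with TAMRA read by polarization; 0% = receptor in buffer alone and 100% = receptor with positive control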
DDE Tn7 FP inh – DD(E)-Tn7 binding inhibition, primary FP screen; P02675; FP displacement of FITC-Tn7 peptide from fibrin DD(E); 0% = median of compound wells per plate; inhibition, % at 8.3 µM; 370,000 compounds, 0.13% hits;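 active means inhibition above the mean of compounds falling within the control limits plus 3 SD of them, cut at about 14% in these data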;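 further: 0% = plate median of compound wells and 100% = 10 µM Aha-Tn7 peptide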
Target sequence (P02675 whole entry, looked up): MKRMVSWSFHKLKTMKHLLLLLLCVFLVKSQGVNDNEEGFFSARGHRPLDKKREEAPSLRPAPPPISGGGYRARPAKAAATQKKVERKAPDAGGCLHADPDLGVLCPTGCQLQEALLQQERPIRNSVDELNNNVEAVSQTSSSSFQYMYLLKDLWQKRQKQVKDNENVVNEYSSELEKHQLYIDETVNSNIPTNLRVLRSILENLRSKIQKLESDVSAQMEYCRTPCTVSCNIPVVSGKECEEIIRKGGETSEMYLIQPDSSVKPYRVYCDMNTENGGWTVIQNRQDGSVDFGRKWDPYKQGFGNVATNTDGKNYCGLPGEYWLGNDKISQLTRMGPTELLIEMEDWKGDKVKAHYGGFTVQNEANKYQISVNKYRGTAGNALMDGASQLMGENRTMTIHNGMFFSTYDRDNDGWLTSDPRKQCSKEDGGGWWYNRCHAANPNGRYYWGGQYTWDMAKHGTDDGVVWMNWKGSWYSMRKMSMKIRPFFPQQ
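Test system: human clot-derived fibrin DD(E) complex / Quantity: 2 µM final DD(E) protein / Incubation: 10 min plus 3 h, room temperature / Measured by: fluorescence polarization / Benchmarks: high control of 10 µM Aha-Tn7 peptide / Replicates: singlicate testing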
HTRA1 inh – inhibitors of human serine peptidase HTRA1; Q92743; recombinant HTRA1, FP-rhodamine activity-based probe, fluorescence polarization; inhibition, % at 5.96 µM; 340,000 compounds, 0.5% hits; AID 504803; in the data active means inhibition above about 36%;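 further: 0% = enzyme with DMSO and 100% = wells lacking enzyme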
PRMT1 FP inh – blocks human protein arginine methyltransferase 1; inhibition, % at 2.79 µM; recombinant PRMT1, activity-based probe fluorescence polarization; 370,000 compounds, 1.3% hits; AID 652257;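 active means inhibition above about 21% made by adding two undisclosed values, limit read from the data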
mABHD4 FP – ABHD4 (mouse) inhibition, primary FP screen. Q8VD66. purified mABHD4, FP-Rh probe fluorescence polarization. inhibition, % at 8.92 µM. 370,000 compounds, 0.54% hits. AID 720543;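 active means inhibition exceeding the mean over every tested compound plus 3 SD, cut at about 30% in these data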;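 further: 0% = plate median of compound wells and 100% = S159A mutant with DMSO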
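Assay system: wild-type mouse ABHD4 protein; compound: single nominal dose of 8.92 µM, 0.89% DMSO final; schedule: 45 min + 60 min at 25 °C; measured by: FP readout, ex 525 nm / em 598 nm; evaluation: % inhibition of FP-Rh probe binding versus controls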
LEDGF integ inh – blocks HIV-1 LEDGF/p75-dependent DNA integration; TR-FRET IN-LEDGF/p75 DNA integration, Eu/Cy5; inhibition, % at 3.7 µM; 370,000 compounds, 0.64% hits; AID 743269;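 active means inhibition above the screen-wide mean plus 3 SD, cut at about 13% in these data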;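 further: signal is the Cy5 over europium emission ratio at 671 and 618 nm; 0% = plate median of compound wells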
SIAE inh – blocks human sialic acid acetylesterase; 370,000 compounds, 0.69% hits; Q9HAT2; inhibition, % at 9.66 µM; SIAE FP-Rh probe binding, fluorescence polarization;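 active means inhibition above a cutoff: mean of compounds within the control limits plus 3 SD of those, cut at about 17% in these data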;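 further: 0% = plate median of compound wells and 100% = probe without SIAE protein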
TDP2 absorb – blocks human TDP2 phosphodiesterase activity | O95551 | recombinant TDP2, T5PNP hydrolysis, p-nitrophenol absorbance 415 nm | inhibition, % at 12.8 µM | 370,000 compounds, 0.34% hits;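 active means inhibition above the mean of all tested compounds plus 3 SD, set per campaign, cut at about 25% in these data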;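 further: 0% = DMSO with enzyme and 100% = buffer with substrate but no TDP2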
Target sequence (O95551 whole entry, looked up): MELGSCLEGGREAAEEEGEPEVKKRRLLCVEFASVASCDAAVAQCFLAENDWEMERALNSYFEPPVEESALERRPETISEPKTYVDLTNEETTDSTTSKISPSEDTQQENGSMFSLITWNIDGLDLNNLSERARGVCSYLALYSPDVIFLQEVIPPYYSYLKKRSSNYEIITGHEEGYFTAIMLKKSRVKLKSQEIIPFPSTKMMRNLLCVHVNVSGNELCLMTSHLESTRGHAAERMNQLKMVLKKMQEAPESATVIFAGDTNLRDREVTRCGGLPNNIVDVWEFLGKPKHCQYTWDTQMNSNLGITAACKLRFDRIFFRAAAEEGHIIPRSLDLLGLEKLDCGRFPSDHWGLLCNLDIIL
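Material: recombinant human TDP2; quantity: TDP2 enzyme at 120 nM final; medium: Tris-HCl pH 7.5 with MgCl2; compound: single concentration, 12.8 µM nominal, with 1% DMSO; incubation: 2 h enzyme incubation at 37 °C; signal: epi absorbance; measure: percent inhibition; benchmarks: high control without enzyme, low control DMSO plus TDP2; repeats: singlicate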
PG9 binder – small molecules binding HIV-1 gp120 antibody PG9. inhibition, % at 6.7 µM. 360,000 compounds, 0.43% hits. TR-FRET gp120-PG9 antibody binding; in the data active means inhibition above about 8.5%
* = called active by the depositor; . = no result given.

UHRF1 binding	TCR CD3 inh	DDE Tn7 FP inh	HTRA1 inh	PRMT1 FP inh	mABHD4 FP	Structure	LEDGF integ inh	SIAE inh	TDP2 absorb	PG9 binder
1	0	1	-1	-2	-3	CN1CCC(OC(=O)COc2ccc(Br)cc2)CC1	5	0	-3	-3.2
2	-1	-1	-1	2	-2	CCn1cc(CN2CCC(n3nccc3NC(=O)c3cccc(F)c3)CC2)cn1	-1	5	1	-0.7
-2	7	-3	-14	0	1	Cc1ccc2c(c1)CCCN2C(=O)c1cc(C)c(C)s1	-2	7	2	-0.5
-2	-7	-1	-3	-2	-3	Cc1ccnc(NC(=O)CCC(=O)N(CC(=O)NCc2ccccc2)Cc2ccccc2)c1	5	4	-14	0.2
-1	-2	11	-4	0	-2	COc1ccc(C)cc1N(C(=O)c1ccco1)C(C(=O)NC1CCCC1)c1ccc(N2CCOCC2)cc1 (centres undefined)	-2	-3	-6	0.7
-2	0	-4	-11	-3	-3	CCOC(=O)c1cccc(NC(=O)CSc2nnc(COc3ccccc3)n2CC)c1	-2	-4	5	-1.2
-1	-3	-3	-2	-4	0	COc1cc(NC(=O)CSc2nc3ccccc3cc2Cc2ccccc2)cc(OC)c1	-4	-8	-1	-2.0
-3	0	2	-3	5	0	Cc1ccc(NC(=O)CSCC(=O)N2CCCc3ccccc32)cc1	1	1	-2	-1.0
-2	1	1	0	-3	-3	CCC(C)N(C(=O)COC(=O)C1C(C(=O)OC)=C(C)NC(C)=C1C(=O)OC)C1CCS(=O)(=O)C1 (centres undefined)	-1	-2	-2	-2.4
-3	-10	-1	2	6	-12	CCOc1ccc(C2C(C(=O)c3ccco3)=C(O)C(=O)N2CCCn2ccnc2)cc1 (centres undefined)	1	-2	-12	8.4
0	-6	4	-3	4	4	O=C(Cc1ccccc1[N+](=O)[O-])OCC(=O)c1c[nH]c2ccccc12	-4	3	5	1.8
2	0	2	0	2	-10	Cc1nn(C)c(C)c1/C=C(\C#N)C(N)=O	12	14	-2	-0.9
16	0	0	-3	4	-8	COC(=O)c1ccc(NC(=S)NCCCn2ccnc2)cc1	0	-6	-13	-0.6
-3	1	0	-17	-2	-5	COC(=O)c1c(NC(=O)Cc2ccccc2)sc(C)c1C	0	2	3	0.3
-6	-1	-1	.	-1	-2	O=c1[nH][nH]c2c1[C@H](CCc1cccc(Cl)c1)O[C@H](CCc1ccccc1)C2	4	-10	1	-2.3
2	.	-9	.	-1	6	Cc1ccc(-c2nnc(SCC(=O)Nc3ccc(Oc4ccccc4)cc3)n2-c2ccc(Cl)cc2)cc1	4	1	2	.
3	-3	-2	3	1	-3	O=c1cc(CN2CCN(c3ccc(F)cc3)CC2)c2cc3c(cc2o1)CCCC3	-4	0	-3	-0.6
0	0	-5	.	-6	-1	COc1ccc(Cn2cc(CN3[C@@H](c4ccccc4)COc4cc(Br)ccc4S3(=O)=O)nn2)cc1	-4	-2	-4	1.6
0	-1	-5	4	-1	3	NC(=O)C1CCCN1Cc1ccc2c(c1)OCO2 (centres undefined)	1	0	-6	-2.2
-3	.	-2	.	-3	5	CCCC1CCC2(CC1)CCC2OC(=O)Nc1ccccc1OC (centres undefined)	-2	9	5	.
-2	4	2	3	-2	6	CN(C)S(=O)(=O)c1cc(NC(=O)CNCc2ccccc2)ccc1Cl	0	-4	-2	-2.2
0	7	-1	2	-7	-1	CNC(=O)NC(=O)Cn1nc2n(c1=O)-c1ccccc1SC2	0	0	-4	-1.9
-1	2	3	-4	-3	-8	Cc1ccc(-c2nc3ccccn3c2C=O)cc1	6	-7	0	-1.5
0	8	3	-4	-1	4	C/C(=N/N1CCN(Cc2cccc3ccccc23)CC1)c1ccco1	-4	12	-11	-1.8
-2	0	-3	-2	0	6	CC(C)CC(CO)N1CCN(C(=O)c2ccc(C(C)(C)C)cc2)CCC1=O (centres undefined)	-3	-1	-6	0.8
1	1	0	7	-1	-2	COc1cc(C(=O)Nc2ccncc2)c([N+](=O)[O-])cc1OC	2	-1	13	-2.2
1	1	-1	-27	-1	4	CCCCCNc1nc2sc3c(c2c(=O)n1-c1cccc(Cl)c1)CCN(C)C3	1	3	8	-0.3
94*	93*	-6	58*	43*	55*	O=c1c(O)cccc2cc(O)c(O)c(O)c12	88*	24*	28*	-14
2	5	-1	5	0	1	COc1ncnc(-c2ccccc2)c1-c1ccccc1	-3	-4	15	0.2
13	4	-7	0	-3	-5	O=C(O)c1ccccc1C(=O)NCc1ccc(F)cc1	3	-1	-14	-1.2
1	1	-4	-9	-1	-2	C=CCn1c2ccccc2c2nnc(SC(CC)C(=O)Nc3nc(C)c(C(=O)OCC)s3)nc21 (centres undefined)	-2	0	-2	-0.5
-1	-1	8	7	-1	-3	O=c1[nH]nc(-c2ccc[nH]2)[nH]1	-2	-1	-6	-1.0

Entries from the list above with an aryl methoxy group, in the order listed:
UHRF1 binding	TCR CD3 inh	DDE Tn7 FP inh	HTRA1 inh	PRMT1 FP inh	mABHD4 FP	Structure	LEDGF integ inh	SIAE inh	TDP2 absorb	PG9 binder
-1	-2	11	-4	0	-2	COc1ccc(C)cc1N(C(=O)c1ccco1)C(C(=O)NC1CCCC1)c1ccc(N2CCOCC2)cc1 (centres undefined)	-2	-3	-6	0.7
-1	-3	-3	-2	-4	0	COc1cc(NC(=O)CSc2nc3ccccc3cc2Cc2ccccc2)cc(OC)c1	-4	-8	-1	-2.0
0	0	-5	.	-6	-1	COc1ccc(Cn2cc(CN3[C@@H](c4ccccc4)COc4cc(Br)ccc4S3(=O)=O)nn2)cc1	-4	-2	-4	1.6
-3	.	-2	.	-3	5	CCCC1CCC2(CC1)CCC2OC(=O)Nc1ccccc1OC (centres undefined)	-2	9	5	.
1	1	0	7	-1	-2	COc1cc(C(=O)Nc2ccncc2)c([N+](=O)[O-])cc1OC	2	-1	13	-2.2
2	5	-1	5	0	1	COc1ncnc(-c2ccccc2)c1-c1ccccc1	-3	-4	15	0.2

Further records
UHRF1 binding	TCR CD3 inh	DDE Tn7 FP inh	HTRA1 inh	PRMT1 FP inh	mABHD4 FP	Structure	LEDGF integ inh	SIAE inh	TDP2 absorb	PG9 binder
1	3	1	-61	-3	-16	CCOC(=O)N1CCC(n2c(SCC(=O)Nc3ccccc3OC)nc3ccccc3c2=O)CC1	-4	-3	-8	0.0
0	5	-3	-3	-4	3	O=C(Oc1ccccc1C(=O)Oc1ccccc1)c1cccnc1	0	2	-1	-1.7
11	-3	-1	3	8	-15	Cc1cc(C)cc(C(=O)N2CC(=O)Nc3ccccc32)c1	0	0	-14	1.1
1	5	5	2	0	3	COc1ccc(C(=O)N/C(=C\c2ccc3c(c2)OCO3)C(=O)NCCc2nc3ccccc3[nH]2)cc1	-3	-1	12	1.3
1	0	-1	3	0	10	COc1ccc(CN(C)CC(=O)NC(C)c2ccccc2)c(OC)c1 (centres undefined)	0	-2	18	-0.2
3	-9	-7	-3	6	9	Cc1cc(=O)[nH]c2c(C)cc(S(=O)(=O)NCc3ccccc3)cc12	-4	-1	7	-2.2
-2	-2	-2	-13	-2	-1	COc1ccc(OCc2cc(C(=O)N(C)Cc3nccn3C)no2)c2ccccc12	0	15	-1	-1.3
-1	3	-1	-1	-2	3	COc1cc(OC)cc(C(=O)NCC2CCCN(Cc3cccc(C(C)=O)c3)C2)c1 (centres undefined)	2	1	1	0.5
2	5	-2	8	0	5	CCn1c(-c2cccc(Br)c2)n[nH]c1=S	-2	-4	-4	1.9
-2	-1	-2	1	-1	1	CCC1CCCCN1S(=O)(=O)c1ccccc1[N+](=O)[O-] (centres undefined)	-4	3	-7	-1.9
4	-3	2	5	0	2	CC(CCc1ccccc1)NC(=O)N1CCOCC1 (centres undefined)	-1	5	7	1.1
-2	1	2	1	2	-3	O=C(OCC(=O)N1CCCCCC1)c1n[nH]c(=O)c2ccccc12	0	2	6	-0.6
-2	-5	-1	4	-1	-9	Clc1ccc2c(c1)-c1[nH]ncc1CS2	5	-7	-14	-2.1
-1	6	6	-1	4	3	CCOC(=O)c1ccc(NC(=O)CSc2nnc(Cn3c(=O)sc4ccccc43)n2C)cc1	-2	4	-9	-1.6
2	-2	2	0	2	-4	O=C(OCc1ccco1)c1cccnc1	-1	7	11	-0.3
1	4	0	-10	0	4	Cc1cc(CN2CCCC(C(=O)Nc3cccc(-n4cccn4)c3)C2)cc(C)c1O (centres undefined)	0	3	-19	0.5
0	-2	1	0	0	-2	O=C(CSc1nc2c(c(=O)n1-c1ccc(Cl)cc1)SCC2)NCC1CCCO1 (centres undefined)	3	0	2	1.6
2	5	7	1	-4	-1	Cc1nn(CC(=O)N2CCN(S(=O)(=O)c3ccccc3)CC2)c(C)c1[N+](=O)[O-]	0	18*	3	0.1
2	-10	-2	-4	6	0	COc1cccc2cc(C(=O)NCc3ccc(C)cc3)c(=N)oc12	-3	-4	0	8.4
1	1	4	0	-1	-1	O=C1C(Cl)=C(O)C2(Cl)C(Cl)=C(Cl)C12Cl (centres undefined)	1	-6	-1	-0.9
1	4	-2	0	-1	2	Cc1c(NS(=O)(=O)c2cccc(C(=O)OCC(=O)N(C)C3CCCCC3)c2)c(=O)n(-c2ccccc2)n1C	4	1	2	-1.2
6	-7	-10	-7	-5	-9	CCc1ccccc1NC(=O)CNC(=O)CCC(=O)c1cc(C)sc1C	5	-2	-12	-0.2
0	2	7	10	5	-2	CCOC(=O)C(=CNc1ccc(C(F)(F)F)cc1Cl)C(=O)OCC	-1	-11	4	0.1
0	4	5	7	0	-13	O=C(O)c1ccc(NS(=O)(=O)c2ccc(Cl)c(Cl)c2)cc1O	-3	-6	-1	-1.2
2	-4	-1	12	4	1	O=C(OCC(=O)N1CCCCCC1)c1ccc(S(=O)(=O)N2CCOCC2)cc1	3	-1	2	2.5
2	-2	6	0	4	1	Cc1[nH]nc2c1C(c1cccs1)C1=C(CCCC1=O)N2 (centres undefined)	2	1	19	-2.0
16	-3	2	3	2	0	CCOC(=O)CNc1c(-c2ccc(O)cc2)nc2ccccn12	-10	0	8	-1.9
31*	-8	4	0	6	-2	c1ccc(COc2ccc(OCCCNC3CCCC3)cc2)cc1	8	-4	-13	2.0
0	.	-3	.	3	15	CC(CCN1CCC(C(O)(c2ccccc2)c2ccccc2)CC1)Oc1cccc(Br)c1 (centres undefined)	-2	2	-11	.
0	-5	9	-6	0	-7	CC1(C)C[C@H]2C3=CCC4[C@@]5(C)CC[C@H](O)C(C)(C)C5CC[C@@]4(C)[C@]3(C)[C@@H](O)[C@@H](O)[C@@]2(CO)[C@@H](O)[C@@H]1O (some centres undefined)	1	-1	2	-1.4
1	5	-4	-1	-1	-3	CC(C)CC1NC(=O)N(CC(=O)N2CCCc3ccccc32)C1=O (centres undefined)	1	-1	-2	-1.1
